Statin myotox sup – protects C2C12 myotubes from simvastatin toxicity; AID 602340; rescue of ATP level, % at 7.49 µM; ATP luminescence, 48 h; scaled: DMSO 0, geranylgeraniol control 100; hit rate 0.78% among 330,000;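 active means mean ATP rescue above about 67%, or every replicate alone reaching that limit, limit read from the data, passing the limit was not always enough; inconclusive means no clear call, values can overlap the other calls; inactive means mean under the limit and some replicate under it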;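 further: myotubes were challenged with 10 µM simvastatin during compound exposure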
PGC1a acetyl inh – modulators of PGC1a acetylation. U2OS PGC1a acetylation, AlphaScreen anti-acetyl-lysine; with virally co-expressed GCN5 acetyltransferase. inhibition, % at 15.6 µM. hit rate 0.17% among 350,000. AID 651687;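 active means every replicate shows inhibition of at least 40%; inconclusive means mean inhibition at least 40% but some replicate below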;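 further: 0% = neutral control wells and 100% = positive control wells; some results beyond the cut were filed as inactive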
FN deposit inh – fibronectin deposition inhibition. AH1F fibroblasts, Alexa488-fibronectin deposition fluorescence, overnight. inhibition, % at 12.6 µM. hit rate 0.086% among 350,000;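 active means mean inhibition across replicates of 30% or more, regardless of how many single replicates reach that level; inconclusive means mean under 30% yet at least half of replicates reach 30%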;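 further: positive control wells lacked labelled fibronectin entirely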
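Assay system: AH1F fibroblast monolayer, labelled fibronectin deposition. Amount: 10000 cells per well. Also added: labelled fibronectin 24 nM. Compound: single-point pinned compound. Incubation: cell attachment 1 h, compound and FN exposure overnight. Detection: fluorescence after three HBSS washes, excitation 485 nm, emission 525 nm. Read-out: inhibition of fibronectin deposition signal.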
F508del corr – CFTR F508del correction in bronchial cells; hit rate 0.36% among 350,000; activity (quench increase), % at 7.58 µM; CFBE cells, YFP halide quenching; stimulated with forskolin plus potentiator P3; % fluorescence drop versus neutral controls; AID 720511;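 active means mean added fluorescence quench of at least 8% versus neutral control, with both replicates also reaching 8%; inconclusive means only one of the mean or replicate conditions met; inactive means mean below 8% and not both replicates reaching 8%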;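 further: cells transiently co-express mutant CFTR-F508del with the halide-sensitive YFP; corrector assay measuring rescue of mutant channel to the surface after 24 h compound exposure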
Cneo AK release – causes C. neoformans cell lysis; adenylate kinase release luminescence, 4 h; normalised: neutral wells 0, clomiphene wells 100; lysis activity, % at 15 µM; hit rate 0.2% among 360,000;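 active means mean lysis activity across replicates of at least 80%, whatever share of replicates individually reach that level; inactive means mean lysis activity below 80%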
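Material – Cryptococcus neoformans yeast cells · Quantity – 5 × 10^6 yeast cells/mL · Buffer or medium – YPD medium · Compound – single dose · Timing – 4 h static compound exposure, 37 °C, read 1 h post-reagent · Signal – adenylate kinase release luminescence · Read-out basis – lysis from increased AK signal · Benchmarks – Clomiphene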
PglD inh – PglD (C. jejuni) enzyme inhibition | purified PglD enzyme, DTNB colorimetric CoA detection | inhibition, % at 12.5 µM | hit rate 0.098% among 360,000 | AID 602405; in the data active means inhibition above about 16%, passing the limit was not always enough; inconclusive means no clear call, values can overlap the other calls; further: strong numbers were not always called active
GSIS activator – GLuc luminescence reporter in INS-1E cells, primary screen for activators of glucose-dependent secretion of insulin | activation, % at 16.6 µM | AID 743287 | hit rate 0.61% among 370,000 | INS-1E GLuc reporter insulin secretion, 2-3 h;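 active means lowest replicate activation of at least 40%, so every replicate reaches that level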;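 further: 0% = median of neutral control wells and 100% = median of IBMX positive control wells; some compounds called inactive have numbers as strong as hits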
miR122 inh – inhibitors of miR-122 in Huh7 cells. Huh7 miR-122 Renilla luciferase sensor, 48 h; neutral wells = 0, positive control = 100. activation (reporter increase), % at 12.5 µM. hit rate 0.3% among 340,000. AID 602342;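 active means mean replicate activation score at least 90 and every replicate individually at or above 90; inconclusive means only one of the two criteria met; inactive means neither criterion met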;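 further: higher luciferase means less miR-122 activity so hits act as miR-122 inhibitors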
Active calls of the source: *; ? = inconclusive; nt = not tested or not shown; & = joins results of further samples; [ ] = dose if it differs, or a comment.

SMILES | Statin myotox sup | PGC1a acetyl inh | FN deposit inh | F508del corr | Cneo AK release | PglD inh | GSIS activator | miR122 inh
COC(=O)C1=C(C)C(c2ccc(OC)cc2)NC(=S)N1 (stereo not drawn) | -16 | 4 | -2 | nt | 3 | -5 | nt | -3
N#C/C(=C\c1ccc(Br)s1)C(=O)N1CCN(c2ccccc2)CC1 | 0 | 4 | 10 | 2.1 | 5 | -5 | -20 | 2
Cc1ccc(C)c(-n2c(SCC(=O)Nc3nonc3C)nnc2-c2ccoc2C)c1 | nt | -10 | nt | nt | 0 | 1 | -8 | 9
CC(C)n1c(O)c(/C=C2\C=Nc3ccccc32)sc1=Nc1ccccc1 | 2 | -14 | nt | nt | 1 | 9 | nt | -2
CN(C)c1cc(C(=O)N(C)c2ccccc2)ncn1 | -6 | nt | 6 | 0.8 | 0 | 5 | 6 | -3
C[C@H]1CN([C@@H](C)CO)S(=O)(=O)c2ccc(C#Cc3ccncc3)cc2O[C@@H]1CN(C)C | 14 | 11 | -6 | -5.3 | -2 | 1 | 7 | 7[16.7 µM]
COc1ccc(C(=O)NNC(=O)C2=NN(c3ccccc3)C(=O)CC2)cc1 | 0 | 3 | 3 | -1.5 | -1 | 1 | 12 | -7
COc1ccc(C(=O)NCc2ccccc2OC)cc1 | 31 | -13 | 5 | nt | -1 | -14 | 12 | -3
CCN(CC)c1ccc2cc(C(N)=O)c(=O)oc2c1 | -1 | -18 | nt | 0.2 | -2 | -6 | -59 | -3
CC(C)NC(=O)N(C)C[C@@H]1Oc2ccc(NS(C)(=O)=O)cc2C(=O)N([C@@H](C)CO)C[C@H]1C | -1 | 6 | 3 | -1.4 | -3 | 0 | -2 | 7[16.7 µM]
CC1CC(=O)N(CC(=O)NC2CCCCC2)c2ccccc2S1 (stereo not drawn) | -4 | 6 | -6 | 0.5 | 0 | -2 | 17 | 4
COC1OC2COC(c3ccccc3)OC2C2OC12 (stereo not drawn) | 7 | 9 | nt | 4.3 | -1 | -2 | -3 | -10
O=C(CN1CCCCCC1)Nc1ccc(Br)cc1[N+](=O)[O-] | -3 | -3 | 7 | -0.7 | -2 | 1 | 7 | 2
Cc1ccc(Nc2nc(-c3c(C)nc4ncccn34)cs2)cc1 | nt | -80 | nt | nt | -1 | -1 | -17 | 41
CC(C)c1ccc(NC(=O)/C(C#N)=C/c2ccncc2)cc1 | nt | -4 | 1 | -0.1 | 1 | 1 | -23 | -7
CCCCN(CC)S(=O)(=O)c1ccccc1 | -11 | nt | 11 | nt | 1 | 2 | nt | -4
CCn1nc(C(=O)Nc2cccc3ccccc23)c(Cl)c1Cl | -5 | -14 | -19 | nt | 5 | 0 | nt | -12
CCOc1ccccc1NC(=O)c1ccoc1C | -9 | -6 | 11 | nt | -1 | -3 | nt | 4
Cc1cccc(C(=O)OCC(=O)Nc2ccc3c(c2)OCCO3)c1O | -5 | 12 | -5 | 4.2 | 1 | 5 | 36 | -10
O=C(/C=C/Nc1cccc(C(F)(F)F)c1)c1ccco1 | nt | 3 | -2 | -1.5 | nt | nt | -9 | 55
CCOC(=O)c1[nH]c2ccccc2c1NC(=S)Nc1cccc(C)c1C | -7 | -14 | 7 | 2.6 | -2 | 4 | nt | -1
O=C(CSc1ccc(F)cc1)N1CCOCC1 | 17 | 5 | -9 | nt | -1 | 6 | -8 | 1
CCOc1ccc(NC(=O)c2ccc(Cl)c(NC(=O)c3ccco3)c2)cc1 | -9 | 8 | 4 | -4.9 | 7 | -1 | 2 | 1
O=C(COC(=O)c1cccc(Cl)c1Cl)NC1CCCC1 | 3 | 8 | 7 | 0.4 | 1 | 5 | -5 | -6
CCOC(=O)CSc1nc2c(sc(=S)n2Cc2ccco2)c(=O)n1-c1ccccc1 | 8 | -3 | 3 | nt | 1 | 0 | -22 | 5
(next part)
SMILES | Statin myotox sup | PGC1a acetyl inh | FN deposit inh | F508del corr | Cneo AK release | PglD inh | GSIS activator | miR122 inh
CCCNC(=O)N1[C@H](CO)[C@@H](c2ccccc2)C12CN(C(=O)C1CCCCC1)C2 | nt | 0 | 5 | -1.4 | nt | nt | -1 | nt
O=C(NCc1ccco1)C(=O)NCc1ccccc1Cl | 3 | nt | -3 | 0.1 | 7 | 9 | 5 | -9
COC(=O)C[C@H]1C[C@H]2c3cc(NC(=O)Cc4ccncc4)ccc3O[C@H]2[C@@H](CO)O1 | 7&2 | -6&-6 | -3&-24 | 2.0&-2.9 | -1&-2 | -5&-3 | -8&-2 | -1
CCn1c2ccccc2c2cc(NC(=O)C/C(C)=N/NC(=O)c3ccccc3N)ccc21 | -66 | 7 | 15 | nt | 3 | 6 | -1 | 14
CN1C(=O)c2cc(NS(=O)(=O)c3ccc(Cl)cc3)ccc2OC[C@@H]2O[C@@H](CC(=O)N3CCc4ccccc4C3)CC[C@H]21 | ? | 0 | -12 | -0.2 | -6 | 2 | -19 | 17[16.7 µM]
CCOc1ccc(-n2c([S-])c(C(=O)Nc3ccc(S(=O)(=O)N4CCOCC4)cc3)[n+]3cc(C(N)=O)ccc23)cc1 | nt | 16 | -3 | -3.0 | nt | nt | -2 | nt
COc1ccc(CNC(=O)C2CCN(c3nn4c(=O)cc(C)nc4s3)CC2)cc1 | 27 | -14 | 2 | 0.0 | 3 | -2 | -2 | -8
COc1ccc(NC(=S)Nc2cccnc2)c(OC)c1 | 1 | -6 | 5 | -3.1 | -2 | 1 | 6 | 1
COC(=O)c1sc(NC(=O)COc2ccccc2OC)nc1C | -30 | -5 | nt | nt | -4 | -4 | nt | 6
Cc1ccc(-c2noc(CSc3nnc(-c4ccccc4)n3C)n2)cc1 | 3 | 0 | 4 | nt | 0 | -3 | -2 | 1
O=C(COC(=O)Cc1c[nH]c2ccccc12)Nc1cc(S(=O)(=O)N2CCOCC2)ccc1Cl | 7 | 11 | -8 | 0.5 | -1 | 2 | -3 | -2
CC(=O)c1ccc(NC2CC(O)C(O)CO2)cc1 (stereo not drawn) | nt | -5 | 2 | nt | -2 | 1 | nt | -5
O=C(Cn1ncn2c(cc3sccc32)c1=O)NC1CCCC1 | 15 | 5 | -5 | -3.7 | 1 | 0 | 4 | 0
COc1ccc(NC(=O)Nc2ccc3c(c2)CC(=O)N([C@H](C)CO)C[C@H](C)[C@@H](CN(C)Cc2ccc(Cl)c(Cl)c2)O3)cc1 | 44 | -12 | nt | 7.2 | 0 | 1 | -7 | -13[16.7 µM]
Cc1ccc(C(O)CCc2ccc(N)cc2)cc1 (stereo not drawn) | 14 | 4 | -4 | -2.8 | -5 | 0 | 1 | 4
CCCCN(C)CCNC(=O)CN1C(=O)CSc2ccc(S(=O)(=O)N3CCCC3)cc21 | 0 | nt | 8 | -2.0 | 0 | -2 | 18 | nt
N/C(=N/O)c1nc(N2CCCC2)nc(N(c2ccccc2)c2ccccc2)n1 | nt | 8 | nt | nt | -1 | -4 | nt | -4
CCC1CCCCN1C(=O)c1ccc(OC2CCN(Cc3ccccn3)CC2)cc1 (stereo not drawn) | -3 | 1 | 4 | 0.2 | 0 | 1 | -4 | -8
Cc1cccc2[nH]c3c(N4CC=C(c5ccc(F)cc5)CC4)ncnc3c12 | nt | -5 | 2 | 1.3 | 2 | -3 | 41* | -8
O=C(c1ccc(Br)cc1)c1cn[nH]c1-c1ccccc1O | 18 | nt | 3 | -4.9 | nt | nt | -1 | nt
CO[C@@H]1CN(C)C(=O)c2cc(NC(=O)c3ccc(F)cc3)ccc2OC[C@H](C)NC[C@@H]1C | 3 | -1 | nt | -0.7 | 0 | 0 | 6 | 6[16.7 µM]
CCCC(=O)Nc1ccc(NC(=O)c2ccco2)cn1 | -12 | 4 | 4 | nt | -1 | -1 | nt | 6
CCOC(=O)C1=C(C)N=C2SC(C(=O)OC)=CC(=O)N2C1c1ccc(F)cc1 (stereo not drawn) | 4 | 8 | nt | nt | 1 | 0 | nt | 0
CC(C)(/C=N/O)/[N+]([O-])=C/c1ccco1 | 4 | -4 | nt | nt | 0 | 1 | nt | 1
COc1ccccc1CNS(=O)(=O)c1ccc(Br)s1 | -2 | -1 | 0 | -0.1 | -3 | 1 | nt | 40
Further structures.
SMILES | Statin myotox sup | PGC1a acetyl inh | FN deposit inh | F508del corr | Cneo AK release | PglD inh | GSIS activator | miR122 inh
CC(C)(C)OC(=O)N1CCN(C(=O)c2[nH]cnc2C(=O)Nc2cccc(Cl)c2)CC1 | 4 | -8 | 14 | 2.1 | 0 | -4 | nt | 3
O=C(O)/C=C/c1ccc(S(=O)(=O)N(CCO)CCO)cc1 | nt | 33 | 11 | -0.3 | nt | nt | 2 | -5
COc1ccc(N(C(C)C(=O)Nc2ccc(S(=O)(=O)N3CCCCC3)cc2)S(C)(=O)=O)cc1 (stereo not drawn) | -4 | -4 | 1 | -2.9 | 47 | 5 | -35 | 2
CSc1ccccc1NC(=O)COC(=O)CCC(=O)c1ccc(F)cc1 | 4 | -8 | -3 | 8.1* | nt | nt | -6 | 9
CS(=O)(=O)Nc1ccc2c(c1)[C@@H]1C[C@H](CC(=O)N3CCCCC3)O[C@@H](CO)[C@@H]1O2 | 0 | -5 | 11 | 0.1 | 1 | 2 | -3 | -4[16.7 µM]
C/C=C/c1ccc2c(c1)O[C@H](CN(C)C(=O)Nc1ccc(OC)cc1)[C@@H](C)CN([C@H](C)CO)S2(=O)=O | 0 | 7 | 10 | 0.4 | -3 | 1 | 3 | 26[16.7 µM]
O=C(Cn1c(=O)n(Cc2ccco2)c(=O)c2ccccc21)NCC1CCCO1 (stereo not drawn) | -9 | -5 | nt | nt | -2 | -2 | -1 | 0

Nine entries out of the list, sorted by number of heavy atoms, ascending:
SMILES | Statin myotox sup | PGC1a acetyl inh | FN deposit inh | F508del corr | Cneo AK release | PglD inh | GSIS activator | miR122 inh
CC(C)(/C=N/O)/[N+]([O-])=C/c1ccco1 | 4 | -4 | nt | nt | 0 | 1 | nt | 1
COc1ccccc1CNS(=O)(=O)c1ccc(Br)s1 | -2 | -1 | 0 | -0.1 | -3 | 1 | nt | 40
O=C(O)/C=C/c1ccc(S(=O)(=O)N(CCO)CCO)cc1 | nt | 33 | 11 | -0.3 | nt | nt | 2 | -5
CSc1ccccc1NC(=O)COC(=O)CCC(=O)c1ccc(F)cc1 | 4 | -8 | -3 | 8.1* | nt | nt | -6 | 9
CCOC(=O)C1=C(C)N=C2SC(C(=O)OC)=CC(=O)N2C1c1ccc(F)cc1 (stereo not drawn) | 4 | 8 | nt | nt | 1 | 0 | nt | 0
CC(C)(C)OC(=O)N1CCN(C(=O)c2[nH]cnc2C(=O)Nc2cccc(Cl)c2)CC1 | 4 | -8 | 14 | 2.1 | 0 | -4 | nt | 3
CO[C@@H]1CN(C)C(=O)c2cc(NC(=O)c3ccc(F)cc3)ccc2OC[C@H](C)NC[C@@H]1C | 3 | -1 | nt | -0.7 | 0 | 0 | 6 | 6[16.7 µM]
COc1ccc(N(C(C)C(=O)Nc2ccc(S(=O)(=O)N3CCCCC3)cc2)S(C)(=O)=O)cc1 (stereo not drawn) | -4 | -4 | 1 | -2.9 | 47 | 5 | -35 | 2
C/C=C/c1ccc2c(c1)O[C@H](CN(C)C(=O)Nc1ccc(OC)cc1)[C@@H](C)CN([C@H](C)CO)S2(=O)=O | 0 | 7 | 10 | 0.4 | -3 | 1 | 3 | 26[16.7 µM]
